Source: PubChem BioAssay
BCLXL inh – blocks human Bcl-xL binding to Bim BH3 peptide | Q07817 | GST-Bcl-xL / FITC-Bim BH3 peptide fluorescence polarization | inhibition, % at 10.9 µM | actives 0.7% (n = 320,000) | AID 2129;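 active means inhibition above the mean of all tested compounds plus 3 SD, cutoff set per campaign, cut at about 30% in these data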;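 further: 0% = DMSO wells and 100% = unlabeled Bim-BH3 peptide competitor; inhibitors lower millipolarization by displacing the labeled peptide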
GSTO1 counter – counter-screen for RBBP9 inhibitors: inhibitors of human GSTO1; AID 1974; inhibition, % at 5.96 µM; recombinant GSTO1, activity-based probe fluorescence polarization; P78417; actives 1.1% (n = 300,000);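 active means inhibition above the campaign mean inhibition plus 3 SD, cut at about 35% in these data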;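 further: 0% = GSTO1-1 with DMSO and 100% = wells lacking GSTO1-1 enzyme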
Target sequence (P78417 whole entry, looked up): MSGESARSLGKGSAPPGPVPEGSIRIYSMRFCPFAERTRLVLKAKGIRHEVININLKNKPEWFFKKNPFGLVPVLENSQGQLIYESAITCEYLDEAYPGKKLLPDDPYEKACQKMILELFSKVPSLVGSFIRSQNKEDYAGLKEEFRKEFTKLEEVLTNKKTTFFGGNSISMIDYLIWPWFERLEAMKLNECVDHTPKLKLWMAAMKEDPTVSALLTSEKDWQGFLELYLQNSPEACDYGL
GLD-1 TGE inh – GLD-1-TGE RNA interaction inhibition (C. elegans); Q17339; purified GLD-1 + fluorescein TGE RNA, fluorescence polarization; inhibition, % at 5.96 µM; actives 0.44% (n = 320,000); AID 2280;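 active means percent inhibition above a per-plate cutoff, the plate mean of test compounds plus 3 SD, cut at about 30% in these data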;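 further: 0% = DMSO wells with GLD-1 and probe and 100% = wells lacking GLD-1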
PAD4 inh – inhibitors of human PAD4 | recombinant PAD4, RCA probe fluorescence polarization | inhibition, % at 6.36 µM | actives 0.41% (n = 330,000) | Q9UM07;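 active means percent inhibition above a cutoff equal to the mean of all tested compounds plus 3 SD, cut at about 15% in these data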;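 further: 0% = PAD4 with RCA probe and DMSO and 100% = probe without PAD4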
TPT1 inhibitor – inhibitors of Candida albicans tRNA 2'-phosphotransferase TPT1 | actives 0.81% (n = 300,000) | recombinant caTPT1, FP RNA substrate dephosphorylation | inhibition, % at 5 µM;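 active means inhibition above the mean of all tested compounds plus 3 SD, set per screening campaign, cut at about 24% in these data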;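 further: plate controls were DMSO alone for no effect and ferristatin control at 100 nM for full effect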
MCL1-BIM inh – inhibitors of human MCL1 binding to BIM-BH3 peptide | Q07820 | GST-MCL1 / FITC-Bim-BH3 fluorescence polarization | inhibition, % at 10.9 µM | actives 0.68% (n = 320,000);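 active means inhibition above the mean inhibition of all tested compounds plus 3 SD, set per campaign, cut at about 40% in these data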;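 further: 0% = DMSO wells and 100% = unlabeled Bim-BH3 peptide control; higher means more loss of mP so more displacement of Bim peptide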
MEX-5 binding – C. elegans MEX-5 TCR-2 RNA binding activity. AID 1832. actives 0.38% (n = 300,000). activity score (negative = inhibition of binding), % at 10 µM. Q9XUB2. MEX-5/FITC-TCR2 RNA binding, fluorescence polarization; active compounds read low;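 active means inhibition past about -25% in most replicates, and total fluorescence under double the plate's negative control median, limit read from the data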;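 further: 0% = DMSO and -100% = 5 µM competing unlabeled TCR2 RNA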
Target sequence (Q9XUB2 whole entry, looked up): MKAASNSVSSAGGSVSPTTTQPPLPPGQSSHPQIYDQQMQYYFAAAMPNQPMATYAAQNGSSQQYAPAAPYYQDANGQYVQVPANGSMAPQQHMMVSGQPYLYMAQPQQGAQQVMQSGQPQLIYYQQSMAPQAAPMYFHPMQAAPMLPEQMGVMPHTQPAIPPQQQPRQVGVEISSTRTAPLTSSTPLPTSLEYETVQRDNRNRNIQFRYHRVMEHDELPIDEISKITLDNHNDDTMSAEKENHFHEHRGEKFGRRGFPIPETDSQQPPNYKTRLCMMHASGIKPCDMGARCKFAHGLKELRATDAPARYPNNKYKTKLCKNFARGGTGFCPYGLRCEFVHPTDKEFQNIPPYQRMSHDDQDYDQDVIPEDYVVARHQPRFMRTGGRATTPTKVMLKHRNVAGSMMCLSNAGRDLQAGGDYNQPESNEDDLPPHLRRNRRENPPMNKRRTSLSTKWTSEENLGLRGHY
Fam108B inh – blocks mouse Fam108B hydrolase in RBBP9 counter-screen | recombinant Fam108B, FP-Rh probe fluorescence polarization | inhibition, % at 9.51 µM | actives 0.33% (n = 300,000) | AID 1947;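 active means inhibition above the screen mean inhibition plus 3 SD, computed separately per campaign, cut at about 18% in these data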;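 further: inhibitors lower polarization as less probe binds the enzyme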
PME-1 inh – blocks human protein phosphatase methylesterase 1; Q9Y570; recombinant PME-1, FP-Rh probe fluorescence polarization; inhibition, % at 5.9 µM; actives 0.53% (n = 320,000);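 active means inhibition above the campaign mean of all compounds plus 3 SD, cut at about 26% in these data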;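 further: competitive labeling of PME-1 active site by serine hydrolase directed probe; 0% = PME-1 with DMSO and 100% = wells lacking PME-1 enzyme; inhibitors block probe labeling so polarization falls and inhibition rises; many of its hits are not listed in these tables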
An asterisk follows results filed as active; . = no result given. This is a subset; count on the stated rates, not on these rows.

SMILES	BCLXL inh	GSTO1 counter	GLD-1 TGE inh	PAD4 inh	TPT1 inhibitor	MCL1-BIM inh	MEX-5 binding	Fam108B inh	PME-1 inh
O=C(Oc1ccccc1Cl)c1ccc2c(=O)n3c(nc2c1)CCC3	-10	-11	10	2	2	-8	-0.3	-6	-12
CCc1ccc(NC(=O)C2CCCN2C(=O)NC2CCCCC2)cc1 (stereo not drawn)	6	3	4	-1	-4	8	-0.8	0	-5
S=c1[nH]nc(C2CCCCC2)n1/N=C/c1cccc(Br)c1	-7	2	2	-3	-2	-10	-2.1	1	7
CCC(C)NC(=O)CC1Oc2ccc(C)cc2NC1=O (stereo not drawn)	0	-1	-1	-2	1	-1	-1.5	0	-7
COc1ccc(N2Cc3ccccc3/C2=N\C(=O)Nc2ccccc2)cc1	4	-4	-6	-6	0	11	-0.4	-3	6
CCC(CC)c1nnc(NC(=O)C23CC4CC(CC(NC(C)=O)(C4)C2)C3)s1	6	-4	-3	0	-1	2	1.5	-3	2
O=C(COc1ccc2oc(-c3ccccc3)cc(=O)c2c1)NCc1ccco1	4	-73	-1	-4	2	7	0.0	0	-3
CCc1ccc(NC(=O)c2cnc(N3CCN(c4ccccn4)CC3)c3ccccc23)cc1	3	-1	0	-2	-2	-1	-0.7	-6	-11
Cc1ccccc1-n1c(SCc2csc(Nc3ccccc3)n2)nnc1-c1cccnc1	3	1	4	-3	1	-2	3.3	-2	0
O=C(CCc1nc2ccccc2c(=O)[nH]1)Nc1ccccc1N1CCCC1	11	1	0	-5	0	2	-2.5	-3	1
O=C(CNC(=O)c1ccccc1Cl)c1ccccc1	1	4	2	2	-1	3	1.4	3	1
O=C1OC(C(=O)NCc2ccccc2)Cc2ccccc21 (stereo not drawn)	-2	4	0	-4	-1	4	-1.1	-2	0
CSc1ccccc1NC(=O)CSc1n[nH]c(C)c1[N+](=O)[O-]	4	-7	5	2	1	6	-2.8	-3	-2
CCOc1ccccc1CNS(=O)(=O)c1ccc2[nH]c(=O)sc2c1	8	-6	6	-4	-3	1	-0.3	-1	5
CC(C)(C)OC(=O)N/N=C\C=C\c1ccc2c(c1)OCO2	4	-1	3	1	-3	2	-1.7	-2	3
CSc1cccc(-c2nnc(NC(=O)c3cccc(N4C(=O)CCC4=O)c3)o2)c1	3	-4	-2	-8	0	11	-2.5	-3	2
Cc1c(C(=O)Oc2cccc3ccccc23)cnn1-c1ccccc1	7	9	2	1	-1	9	2.8	-4	-7
CCc1ccc2oc(=O)cc(CN3CCN(c4ccc(F)cc4)CC3)c2c1	8	-4	9	-4	-1	8	-1.0	-2	-12
C=CCn1c(C(C)NC(=O)C(C)(C)C)nc2ccccc21 (stereo not drawn)	3	8	-6	0	-2	27	-0.5	-3	1
Cn1c(=O)[nH]c(=O)c2c1nc(N1CCCCCC1)n2CCN1CCCCCC1	-3	-7	0	-3	5	-4	-3.9	-4	-3
Cn1c(N)c(S(=O)(=O)N2CCN(Cc3ccccc3)CC2)c(=O)n(C)c1=O	5	3	1	-2	-1	10	1.7	1	0
CCOc1ccc(-n2c(Cc3ccccc3)nnc2SCc2c(C)noc2C)cc1	-1	10	-2	1	3	-13	-0.6	1	-2
Cc1ccc(C)c(OCCC(=O)OCC(=O)Nc2cc(S(=O)(=O)N3CCOCC3)ccc2C)c1	-6	9	9	-3	-1	-6	0.1	0	5
Cc1ccn2cc(-c3cccc(S(=O)(=O)N4CCCC4)c3)nc2c1	-1	-7	1	-2	0	2	-0.6	0	-4
Cc1ccc(NC(=O)CSCc2n[nH]c(=O)[nH]2)c(Br)c1	2	9	8	0	-3	0	0.0	0	-2
CCn1c2ccccc2c2cc(NC(=O)CSc3nnnn3-c3ccccc3)ccc21	1	-2	-7	-3	3	1	0.2	16	18
CC1=CC2=NC(=O)/C(=C\c3cn(C)c4ccccc34)C(=N)N2O1	16	0	-9	-5	9	-1	-18	-5	2
NC(=O)c1ccsc1NC(=O)CS(=O)(=O)c1ccc(Cl)cc1	5	19	2	1	0	9	-3.9	-1	-7
CN(C)S(=O)(=O)c1ccc(N2CCCC2)c(C(=O)NCC2CCCCC2)c1	2	13	5	-3	0	-4	2.0	4	6
CCOCCn1c(C(C)C)nc2ccccc21	-1	8	2	-3	6	-3	0.6	-2	-5
COc1ccccc1NC(=S)NC(C)C(c1cccs1)N1CCOCC1 (stereo not drawn)	3	3	-2	-3	-1	3	.	3	-3
O=C(Nc1ccccc1)Nc1nnc(COc2ccccc2F)s1	1	-70	-2	-4	-3	20	-1.6	-26	-67
COc1ccc(C2N(c3ccc(Cl)cc3)C(=O)C3CCCN32)cc1 (stereo not drawn)	1	4	1	2	0	9	2.3	0	1
O=C(CSc1nnc(SCc2ccc(Cl)cc2)s1)N/N=C/c1ccc(C(=O)O)cc1	-6	-20	-4	1	3	-1	.	-7	-6
COc1cc(C(=O)NCCOc2ccc(C)c(C)c2)cc(OC)c1OC	1	1	0	2	7	-8	1.9	3	1
CN(C)c1ccnc2sc(C(=O)NCc3ccccc3)c(N)c12	4	2	1	0	8	2	-0.8	5	-1
CSc1cccc(NC(=O)CN(c2ccccc2)S(=O)(=O)N(C)C)c1	6	-4	2	-3	-1	14	0.8	0	-2
COc1ccc(C(CNC(=O)COc2ccc(-c3ccccc3)cc2)N2CCOCC2)cc1 (stereo not drawn)	-7	-6	3	3	2	-2	0.0	1	5
c1ccc(-c2cc(-c3nn4c(-c5ccco5)nnc4s3)c3ccccc3n2)cc1	9	-8	1	-3	0	13	-1.8	-13	-19
Cc1cccc(C(=O)OCC(=O)Nc2sc3c(c2C#N)CCC3)c1	0	8	2	-2	2	1	-2.7	-4	-2

Arranged by formula weight (falling): some entries from above
SMILES	BCLXL inh	GSTO1 counter	GLD-1 TGE inh	PAD4 inh	TPT1 inhibitor	MCL1-BIM inh	MEX-5 binding	Fam108B inh	PME-1 inh
Cc1ccc(C)c(OCCC(=O)OCC(=O)Nc2cc(S(=O)(=O)N3CCOCC3)ccc2C)c1	-6	9	9	-3	-1	-6	0.1	0	5
O=C(CSc1nnc(SCc2ccc(Cl)cc2)s1)N/N=C/c1ccc(C(=O)O)cc1	-6	-20	-4	1	3	-1	.	-7	-6
COc1cc(C(=O)NCCOc2ccc(C)c(C)c2)cc(OC)c1OC	1	1	0	2	7	-8	1.9	3	1

More compounds
SMILES	BCLXL inh	GSTO1 counter	GLD-1 TGE inh	PAD4 inh	TPT1 inhibitor	MCL1-BIM inh	MEX-5 binding	Fam108B inh	PME-1 inh
Cc1sc2c(=O)n3c(nc2c1C(=O)NC1CCCCC1)CCCCC3	6	3	-3	2	-5	0	1.3	1	-1
O=C(CN1C(=O)COc2ccccc21)NCCC1=CCCCC1	4	7	1	-1	-3	6	1.6	4	-3
Cc1ccccc1Nc1nnc(SCc2cc([N+](=O)[O-])cc3c2OCOC3)s1	5	1	2	-1	-3	5	1.0	-2	1
CC(=O)N/C(=C\c1ccc(C)o1)C(=O)NCc1ccccc1	9	4	4	5	3	13	0.1	3	-3
O=C(CSc1nnc(-c2ccccc2F)o1)NC(=O)Cc1ccccc1	-2	.	-1	5	.	-5	.	.	-2
CCCCOc1ccc(C(=O)NN2CCN(C)CC2)cc1	8	2	3	1	0	5	0.6	-1	-7
COC(=O)C1=CO[C@@H](O[C@@H]2O[C@H](CO)[C@@H](O)[C@H](O)[C@H]2O)[C@H]2[C@@H]1C(=O)C[C@@H]2C	-5	.	-3	-2	.	4	.	.	2
c1ccc(-c2nc(N3CCN(c4ccccc4)CC3)nc(-n3ccnc3)n2)cc1	0	-2	6	4	-1	5	0.0	-1	8
O=C(COc1ccc2c3c(c(=O)oc2c1)CCC3)NCCCN1CCOCC1	3	0	5	3	0	-8	-2.1	-2	1

Molecules listed so far that have a halogen:
SMILES	BCLXL inh	GSTO1 counter	GLD-1 TGE inh	PAD4 inh	TPT1 inhibitor	MCL1-BIM inh	MEX-5 binding	Fam108B inh	PME-1 inh
O=C(Oc1ccccc1Cl)c1ccc2c(=O)n3c(nc2c1)CCC3	-10	-11	10	2	2	-8	-0.3	-6	-12
S=c1[nH]nc(C2CCCCC2)n1/N=C/c1cccc(Br)c1	-7	2	2	-3	-2	-10	-2.1	1	7
O=C(CNC(=O)c1ccccc1Cl)c1ccccc1	1	4	2	2	-1	3	1.4	3	1
CCc1ccc2oc(=O)cc(CN3CCN(c4ccc(F)cc4)CC3)c2c1	8	-4	9	-4	-1	8	-1.0	-2	-12
Cc1ccc(NC(=O)CSCc2n[nH]c(=O)[nH]2)c(Br)c1	2	9	8	0	-3	0	0.0	0	-2
NC(=O)c1ccsc1NC(=O)CS(=O)(=O)c1ccc(Cl)cc1	5	19	2	1	0	9	-3.9	-1	-7
O=C(Nc1ccccc1)Nc1nnc(COc2ccccc2F)s1	1	-70	-2	-4	-3	20	-1.6	-26	-67
COc1ccc(C2N(c3ccc(Cl)cc3)C(=O)C3CCCN32)cc1 (stereo not drawn)	1	4	1	2	0	9	2.3	0	1
O=C(CSc1nnc(SCc2ccc(Cl)cc2)s1)N/N=C/c1ccc(C(=O)O)cc1	-6	-20	-4	1	3	-1	.	-7	-6
O=C(CSc1nnc(-c2ccccc2F)o1)NC(=O)Cc1ccccc1	-2	.	-1	5	.	-5	.	.	-2
